# Compound activity (PubChem BioAssay)
# OPRM1-OPRD1 inv: inverse agonist of human OPRM1-OPRD1 heterodimerization. inhibition, % at 9.3 µM. 340,000 tested, 0.21% active. P35372+P41143. AID 504357. cell-based MOR-DOR heterodimer luminescence, inverse agonism; in the data active means inhibition above about 22%, passing the limit was not always enough;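 further: 0% = cells with DMSO and 100% = wells without cells with DMSO; values of inactives mirror those of a sister screen read the other way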
# HTR5A inv ctr: HTR5A inverse agonism, opioid heterodimer counter-screen. inhibition, % at 9.3 µM. 340,000 tested, 0.083% active. P47898. HTR5A cell line, luminescence. AID 504634; in the data active means inhibition mostly above about 23%, no sharp cut-off; inactive means mostly below about 18%;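 further: 0% = cells with DMSO and 100% = no-cell wells with DMSO; some compounds called inactive have numbers as strong as hits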
# DAGLB inhibitor: diacylglycerol lipase beta (human) inhibition; HEK293T DAGLB membrane lysate, EnzChek fluorogenic substrate; inhibition, % at 5.17 µM; 340,000 tested, 0.059% active; Q8NCG7; in the data active means inhibition above about 34%;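 further: 0% = enzyme with vehicle and 100% = wells lacking enzyme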
# Target sequence (Q8NCG7 whole entry, looked up): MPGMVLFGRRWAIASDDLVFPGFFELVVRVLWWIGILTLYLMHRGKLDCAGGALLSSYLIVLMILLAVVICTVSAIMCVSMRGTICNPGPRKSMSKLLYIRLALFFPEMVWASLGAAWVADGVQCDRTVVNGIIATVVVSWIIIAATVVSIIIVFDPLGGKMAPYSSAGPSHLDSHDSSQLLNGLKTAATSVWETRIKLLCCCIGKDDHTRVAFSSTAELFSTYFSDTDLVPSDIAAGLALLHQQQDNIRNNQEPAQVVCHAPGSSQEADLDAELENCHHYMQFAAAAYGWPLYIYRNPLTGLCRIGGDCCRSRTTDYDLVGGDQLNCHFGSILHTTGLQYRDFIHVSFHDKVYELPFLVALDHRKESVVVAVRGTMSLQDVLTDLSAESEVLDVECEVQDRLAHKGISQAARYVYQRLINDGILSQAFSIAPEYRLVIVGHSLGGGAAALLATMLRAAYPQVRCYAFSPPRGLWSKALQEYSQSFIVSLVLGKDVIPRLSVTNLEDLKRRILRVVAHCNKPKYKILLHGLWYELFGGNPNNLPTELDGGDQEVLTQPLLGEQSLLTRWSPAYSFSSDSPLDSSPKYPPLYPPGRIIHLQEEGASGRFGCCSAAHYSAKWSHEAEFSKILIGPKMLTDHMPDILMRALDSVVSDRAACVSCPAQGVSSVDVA
# PKA-R1A act: PKA-R1A complex activation. P00514+P68181. PKA-R1A dissociation, Cy5-IP20 fluorescence polarization; scaled: DMSO 0%, 113 µM cGMP 100%. activation, % at 11.4 µM. 340,000 tested, 0.083% active;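 active means percent activation above the mean of all tested compounds plus 3 SD, cut at about 19% in these data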;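 further: higher means more PKAc released from R1A so a rise in polarization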
# HTR5A ag: counter-screen for OPRM1-OPRD1 agonists: human HTR5A agonism. P47898. HTR5A agonist assay, luminescence, cell-based. activation, % at 9.3 µM. 340,000 tested, 0.61% active. AID 504692; in the data active means activation mostly above about 9.5%, no sharp cut-off; inactive means mostly below about 7.6%;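 further: 0% = cells with vehicle only and 100% = reference agonist; strong numbers were not always called active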
# Arrestin-AP2 inh: blocks beta-arrestin peptide binding to AP2 adaptin; 340,000 tested, 0.31% active; FITC-arrestin peptide / GST-AP2 beads, flow cytometry; AP2 beta2 appendage carries R879A mutation; inhibition, % at 10 µM;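 active means inhibition above a set limit, near 3 SD of compounds lacking own fluorescence, cut at about 54% in these data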;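 further: plate controls were DMSO wells for no effect and 5 µM unlabelled arrestin peptide for full effect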
#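 test system = AP2 appendage R879A on GSH beads | buffer or medium = PBS plus Tween 20 (0.05%) and BSA (0.1%) | incubation = 12 min plus 1 h, RT | detection = bead flow cytometry, FITC channel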
# Pemphigus Ab inh: inhibitors of pemphigus antibody binding to human desmoglein-3; P32926; DSG3-coupled beads, scFv-anti-DSG3-GFP binding, flow cytometry; active compounds read low; binding (percent of control), % at 10 µM; 310,000 tested, 0.48% active; AID 588358;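 active means binding more than 3 SD below its plate's average and above zero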;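 further: hits lower antibody fragment binding to DSG3; some compounds called inactive have numbers as strong as hits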
# PKA-R2B act: PKA-R2B complex activation. activation, % at 11.4 µM. 340,000 tested, 0.079% active. PKA-R2B holoenzyme dissociation, Cy5-IP20 fluorescence polarization; R2B truncated from residue 108, S112A mutant; 0% DMSO only, 100% 113 µM cGMP. AID 504700;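 active means activation above a cutoff set at the mean over all compounds plus 3 SD, cut at about 18% in these data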;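 further: higher means more holoenzyme dissociation and a rise in polarization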
# OPRM1-OPRD1 ag: agonists of human mu-delta opioid receptor heterodimerization | cells, OPRM1-OPRD1 heterodimerization, luminescence | activation, % at 9.3 µM | 340,000 tested, 0.3% active; in the data active means activation above about 18%;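 further: 0% = vehicle-treated cells and 100% = reference agonist; values of inactives mirror those of a sister screen read the other way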
# V-ATPase pHluor: yeast V-ATPase proton transport regulation by pHLuorin. response, % at 10 µM. 350,000 tested, 0.37% active. S. cerevisiae, pHLuorin cytosolic pH fluorescence; in the data active means response mostly above about 7.3%, no sharp cut-off; inactive means mostly below about 5.4%; further: actives read high; inactives centre near 0; some compounds called inactive have numbers as strong as hits; reference of the scale not given here
# Numbers without * were called inactive; . = not tested or not shown.
# Start of the listing, in advance:
SMILES,OPRM1-OPRD1 inv,HTR5A inv ctr,DAGLB inhibitor,PKA-R1A act,HTR5A ag,Arrestin-AP2 inh,Pemphigus Ab inh,PKA-R2B act,OPRM1-OPRD1 ag,V-ATPase pHluor
Cn1c(N)c(C(=O)CNC2CCCCC2)c(=O)n(C)c1=O,13,-34,-4,-6,-5,30,101,-1,-2.3,3
CC(C)CCNC(=O)C1CC(c2cccc(F)c2)=NO1 (configuration not stated),6,20,0,3,-8,3,105,-8,-1.1,0
COc1cc(O)cc(/C=C/c2ccccc2)c1,-20,-12,-14,-1,3,2,98,-7,3.8,-1
COCc1ccc(CN2CCCC(CO)(Cc3cccc(OC)c3)C2)o1 (configuration not stated),-1,-2,0,4,-1,0,107,2,0.1,10
O=C(c1ccc(O)cc1)c1ccc(O)cc1O,26,-11,1,-5,3,4,99,-5,-4.9,0
CCN(CC(=O)NCc1cccs1)C(=O)COc1ccc(C(N)=O)cc1,6,-8,0,-3,3,3,113,-4,-1.5,-1

# The list itself, from the first entry:
SMILES,OPRM1-OPRD1 inv,HTR5A inv ctr,DAGLB inhibitor,PKA-R1A act,HTR5A ag,Arrestin-AP2 inh,Pemphigus Ab inh,PKA-R2B act,OPRM1-OPRD1 ag,V-ATPase pHluor
Cn1c(N)c(C(=O)CNC2CCCCC2)c(=O)n(C)c1=O,13,-34,-4,-6,-5,30,101,-1,-2.3,3
CC(C)CCNC(=O)C1CC(c2cccc(F)c2)=NO1 (configuration not stated),6,20,0,3,-8,3,105,-8,-1.1,0
COc1cc(O)cc(/C=C/c2ccccc2)c1,-20,-12,-14,-1,3,2,98,-7,3.8,-1
COCc1ccc(CN2CCCC(CO)(Cc3cccc(OC)c3)C2)o1 (configuration not stated),-1,-2,0,4,-1,0,107,2,0.1,10
O=C(c1ccc(O)cc1)c1ccc(O)cc1O,26,-11,1,-5,3,4,99,-5,-4.9,0
CCN(CC(=O)NCc1cccs1)C(=O)COc1ccc(C(N)=O)cc1,6,-8,0,-3,3,3,113,-4,-1.5,-1
Cc1ccc(C)c(OCC(=O)Nc2cccc(S(=O)(=O)NC3=NCCCCC3)c2)c1,13,-13,-2,0,-3,-5,107,-5,-2.5,-6
CCC(CO)Oc1cc(NCc2cccc(OC)c2)c2ncn(C(C)C)c2c1 (configuration not stated),-14,0,5,-4,3,-5,115,-9,3.0,1
Cn1c(=O)c2c(n(C)c1=O)=NC1(CCCCC1)N=2,20,-5,0,-2,-1,18,78,-3,-3.5,3
O=C(CCn1c(=S)oc2ccccc21)Nc1ccc(F)cc1,-20,-6,-1,0,2,1,88,-17,2.7,-2
COC(=O)C1CN(C(=O)C(C)Oc2ccccc2Cl)c2ccccc2O1 (configuration not stated),5,-24,-1,-1,7,8,91,11,-1.1,-77
Cc1ccc(C)c(N2CCN(C(=O)C34CC5CC(C3)CC(n3nnc(C)n3)(C5)C4)CC2)c1,-66,-9,-8,-4,1,20,104,-2,13,-1
OCC1CCCCN1CCNCc1cn[nH]c1-c1cccc2ccccc12 (configuration not stated),-1,8,0,-2,6,1,104,-1,0.1,0
O=C(Nc1ncc(Cc2cccc(Cl)c2)s1)C1=NCCN1,13,12,-1,-10,-6,1,102,1,-2.3,4
Cc1cccc2cc(CN(CC3CCCO3)C(=O)NC3CCCCC3)c(=O)[nH]c12 (configuration not stated),5,14,1,-6,1,-6,.,-5,-1.0,-3
c1ccc(-n2ncc3c2ncn2cnnc32)cc1,2,1,-1,-4,-2,-2,112,-3,-0.3,4
CCN(CC(=O)NCc1cccs1)C(=O)c1ccc(C)o1,17,-3,0,-6,1,3,96,2,-3.4,-2
O=C(NCCc1ccccc1)C(=O)NC1CCCCC1,1,-15,0,-4,6,6,96,-7,-0.1,3
CCN(Cc1ccccc1)C(=O)CCc1nnc(CCCc2ccccc2)o1,-7,-17,-2,3,1,-28,105,-12,1.3,4
CC(=O)NC(NC(=S)Nc1ccccc1Br)C(Cl)(Cl)Cl (configuration not stated),12,-5,0,-11,-2,-18,97,-8,-2.6,1

# Part of the list above, reduced to PKA-R1A act:
SMILES	PKA-R1A act
c1ccc(-n2ncc3c2ncn2cnnc32)cc1	-4
CC(C)CCNC(=O)C1CC(c2cccc(F)c2)=NO1 (configuration not stated)	3

# (list continues)
SMILES,OPRM1-OPRD1 inv,HTR5A inv ctr,DAGLB inhibitor,PKA-R1A act,HTR5A ag,Arrestin-AP2 inh,Pemphigus Ab inh,PKA-R2B act,OPRM1-OPRD1 ag,V-ATPase pHluor
COc1cccc(C2CC(=O)Nc3cc(OC)c(OC)cc32)c1 (configuration not stated),6,-4,-1,-1,1,11,94,5,-1.4,1
Cc1cccc(NC(=S)N(c2ccccc2)C(C)C)c1C,6,19,0,-14,1,-13,101,-9,-1.0,0
CS(=O)(=O)c1ccc2nc(NC(=O)C3CCCCC3)sc2c1,3,14,2,-10,-1,3,102,4,-0.5,-2
COC(=O)c1cccc(Nc2nc(-c3cccnc3)nc3ccccc23)c1,10,4,0,9,-4,11,106,1,-2.0,4
CCC(C)Sc1nc2c(cnn2-c2ccc(C)c(C)c2)c(=O)[nH]1 (configuration not stated),-1,-7,-1,-16,2,-1,97,-10,0.2,0
CC(C)(C)OC(=O)N1Cc2ccccc2C[C@H]1C(=O)NC1CCCC1,7,-9,-1,-11,3,0,94,-10,-1.4,-7
CS(=O)(=O)c1ccc(N2CCN(C3CC(=O)NC3=O)CC2)cc1 (configuration not stated),2,-5,1,8,1,22,100,-4,-0.4,-5
CN(C)CCOCCOc1ccc(Cl)cc1C(C)(C)C,-14,20,0,1,-1,33,122,-5,3.0,0
Cc1cc(C)n(C(C)CNC(=O)c2ccc3c(c2)OCO3)n1 (configuration not stated),15,-7,-2,-15,2,-6,.,1,-2.8,-85
COC(=O)c1cnn(-c2ccccc2)c1N,15,-7,-1,-16,3,-1,101,-6,-2.8,0
CN1C(C(=O)NCC2CC2)CC2Cn3c(nc4cc5ccccc5cc43)C21 (configuration not stated),10,-9,2,-5,0,-6,141,-4,-1.9,0
Cc1cccc(S(=O)(=O)NNC(=O)c2cc(-c3ccc(F)cc3)nc3ccccc23)c1,-9,3,0,-18,9,0,92,-7,1.8,7
CCN1C(=O)[C@H]2[C@@H](c3ccc(C)cc3)N3C(=O)N(c4cccc(Cl)c4)C(=O)[C@@]3(C)[C@H]2C1=O,15,11,2,3,2,2,109,-4,-2.7,3
O=C(CN1CCN(C2CCCCC2)CC1)c1c[nH]c2ccccc12,8,-10,0,0,3,-11,108,-10,-1.3,1
CCOc1ccc(C(=O)Nc2ccc(N3CCN(C(C)=O)CC3)cc2)cc1[N+](=O)[O-],-3,-3,1,5,1,5,107,-9,0.4,3
CC1=C/C(=N\OC(=O)/C=C/c2ccccc2)C(C)=CC1=O,7,-25,3,3,9,9,98,1,-1.5,-3
CCCCCCNc1cc(C)oc(=O)c1C(C)=O,0,-17,-3,-8,0,13,127,3,0.1,-1
O=c1[nH]c(O)c(/C=C2\C=Nc3ccccc32)[nH]1,7,-19,1,4,5,17,90,-2,-1.5,6
Cn1cccc1Cc1nnc(SCC(=O)NCCc2ccccc2)n1-c1ccc(F)cc1,10,0,-6,-8,0,4,109,7,-2.0,-3
O=C(CSCc1ccccc1Cl)Nc1c[nH]c(=O)[nH]c1=O,9,14,-1,5,3,-5,118,0,-1.6,6
Cc1cc(C(=O)COc2ccc(Cl)cc2Br)c(C)n1C,-26,1,-4,1,10,16,108,10,5.4,1
CCOC(=O)C1(Cc2ccccc2Cl)CCN(C(=O)CCn2ccnc2C)CC1,-4,-20,-1,-18,2,-3,105,-12,0.8,-2
CCOc1ccc(N2CC(C(=O)OCC(=O)c3ccc(OC)cc3)CC2=O)cc1 (configuration not stated),-4,-3,-1,-11,0,-1,99,0,0.6,0
Cc1ccc(-c2cc(C(=O)N3CCc4ccccc4C3)[nH]n2)cc1C,-6,17,-4,-10,0,23,100,-4,1.1,-4
O=C(OCc1ccccc1)N1CCC2CC1c1ccc(-c3ccc4c(c3)OCO4)cc12 (configuration not stated),.,.,-18,-1,.,.,.,-7,.,-2
CC1CC(C)CN(S(=O)(=O)c2cc3c4c(c2)CCC(=O)N4CCC3)C1 (configuration not stated),6,-2,1,-7,1,-8,102,8,-0.9,-2
CCc1nc(Nc2ccccc2OC)c2oc3ccccc3c2n1,-6,-24,-13,12,6,-8,97,10,1.2,-1
C=CCNc1nc2ccccc2nc1NS(=O)(=O)c1cccs1,-6,8,3,-2,-3,-26,106,8,1.1,-4
Clc1ccc2nc(CN3CCCc4ccccc43)cn2c1,-5,2,2,6,4,10,103,1,0.8,1
COc1cccc(-n2c(CNc3ccc(F)cc3)nnc2SCC(N)=O)c1,5,-32,4,14,-5,4,98,11,-0.9,1
Cc1cccc(N(CC(=O)N/N=C/c2ccccc2C(=O)O)S(C)(=O)=O)c1C,9,-19,0,1,6,2,98,-5,-1.9,-2
Cn1nc([N+](=O)[O-])c(C(C#N)c2nc3ccccc3n2C)c(Cl)c1=O (configuration not stated),16,6,25,4,-2,4,102,-1,-3.0,0
Cc1ccc2[nH]c(=O)c(CC=C(Cl)Cl)c(C)c2c1,1,9,1,-1,-3,-1,91,6,-0.1,-4
COc1ccc(C(=O)NCc2cccs2)cc1S(=O)(=O)N1CCOCC1,15,5,0,4,-2,-8,98,-10,-3.2,1
Cc1ccc(/C=N/N2CCN(Cc3ccccc3)CC2)cc1,-13,0,-5,-2,0,-2,96,-8,1.8,-1
